PPARg SRC-2 ag: agonists of PPARg-SRC-2 recruitment, primary screen, biochemical, HTS; Peroxisome proliferator-activated receptor gamma (Homo sapiens), P37231; PPARgamma LBD-SRC-2 recruitment; activation, % at 8 µM; hit rate 0.34% among 200,000; in the data active = activation above about 22%;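 also: 0% = vehicle and 100% = reference agonist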
Target sequence (P37231 whole entry, looked up, the tested form may be a part): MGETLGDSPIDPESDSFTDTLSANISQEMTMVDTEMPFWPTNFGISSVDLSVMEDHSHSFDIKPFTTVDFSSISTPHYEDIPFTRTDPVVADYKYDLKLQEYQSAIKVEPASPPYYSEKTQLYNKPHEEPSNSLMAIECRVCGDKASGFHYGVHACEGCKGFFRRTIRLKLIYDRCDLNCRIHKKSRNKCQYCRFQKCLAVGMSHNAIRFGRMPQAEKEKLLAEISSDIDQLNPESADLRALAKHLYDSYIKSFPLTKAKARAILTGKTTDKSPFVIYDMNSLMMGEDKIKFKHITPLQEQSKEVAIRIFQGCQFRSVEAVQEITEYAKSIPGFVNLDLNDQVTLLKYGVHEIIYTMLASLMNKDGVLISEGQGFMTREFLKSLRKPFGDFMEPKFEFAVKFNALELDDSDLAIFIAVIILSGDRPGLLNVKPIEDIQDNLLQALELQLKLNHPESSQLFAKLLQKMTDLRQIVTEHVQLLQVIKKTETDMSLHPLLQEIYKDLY
PPARg SRC-1 ag: PPARgamma agonists recruiting SRC-1 coactivator, primary screen, biochemical; Peroxisome proliferator-activated receptor gamma (Homo sapiens), P37231; PPARgamma-SRC-1 coactivator recruitment biochemical assay; activation, % at 8 µM; hit rate 0.41% among 200,000; in the data active = activation above about 19%;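 also: 0% = DMSO and 100% = reference agonist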
STAT3 activator: IL-6 driven STAT3 reporter potentiators, primary screen, U3A cells, luciferase, luminescence, MLSCN library | IL-6 STAT3-luciferase reporter; 100% = signal with IL-6 EC80 alone | activation (% of control), % at 5.6 µM | hit rate 0.91% among 190,000 | AID 871, 2007;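 active = activation above the screen-wide mean of compound activation plus 3 SD, cut at about 130% in these data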;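 also: 0% = background luminescence of wells with medium and substrate only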
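Material: STAT3-luciferase reporter U3A cells; Probe or stimulus: IL-6 (33 ng/mL); Incubation: compound pre-incubation 1 h before IL-6, then 6 h stimulation at 37 °C; Technique: luminescence from STAT3-driven luciferase reporter; Evaluation: % activation versus median of IL-6-stimulated wells; Controls: IL-6-only high control.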
bIAP inhibitor: bovine intestinal alkaline phosphatase inhibitors, primary screen, selectivity assay for TNAP inhibitor project, biochemical, bovine IAP, CDP-star luminescence; purified bovine IAP, 30 min; inhibition, % at 20 µM; 190,000 tested, under 10 active;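 active = over 50% inhibition of intestinal alkaline phosphatase at 20 µM in the single-dose screen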
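test system = bovine IAP enzyme | medium = DEA buffer 100 mM, pH 9.8, with MgCl2 1.0 mM, ZnCl2 0.02 mM | detection = luminescence | dosing = single compound dose of 20 µM, 2% DMSO final | incubation = 30 min reaction at room temperature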
PPARg SRC-3 ag: PPARgamma agonists recruiting SRC-3 coactivator, primary screen, biochemical; hit rate 0.26% among 200,000; Peroxisome proliferator-activated receptor gamma (Homo sapiens), P37231; activation, % at 8 µM; biochemical PPARgamma/SRC-3 coactivator recruitment assay; in the data active = activation above about 23%;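 also: 0% = DMSO and 100% = reference agonist; some compounds past the cut are filed as inactive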
TNAP act hi DEA: TNAP activators at high phosphate acceptor level, primary screen, biochemical, luminescence, uHTS; Alkaline phosphatase, tissue-nonspecific isozyme (Homo sapiens), P05186; 200,000 tested, under 10 active; purified TNAP, CDP-star luminescence, 1 M DEA, 30 min; hits give high values; 0 = EDTA background, 1 = DMSO-only activity; activation factor at 20 µM;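 active = activation factor at least 2 at 20 µM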
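Dosing: 20 µM single point. System: human TNAP. Amount: TNAP 1/800 final. Incubation: 30 min, room temperature. Read-out: TNAP activation factor scaled between EDTA and DMSO control wells. Signal: luminescence from CDP-star hydrolysis. Medium: 1 M DEA, pH 9.8, Mg2+, Zn2+. Control set: EDTA negative control, DMSO positive control.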
SRC2 TRFRET art: TR-FRET signal artefacts, primary screen, artefact control for PPARgamma SRC-2 agonist project, biochemical; TR-FRET artefact counter-screen; hits give high values; TR-FRET ratio at 8 µM; hit rate 0.4% among 200,000; AID 1049, 2008; in the data active = TR-FRET ratio above about 2000; also: inactives centre near 1500
ROMK primary: ROMK potassium channel modulators, primary screen, cell-based, thallium flux, MLSMR library | ATP-sensitive inward rectifier potassium channel 1 (Homo sapiens), P48048 | Tet-inducible ROMK, thallium flux fluorescence; actives lie on both sides | B-score at 10 µM | hit rate 2% among 130,000;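 active = signal ratio slope over the read window, or its plate-corrected B-score, at least 3 SD from the plate mean, either direction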;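 also: B-score of the F/F0 ratio slope over 7 to 12 s after thallium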
Target sequence (P48048 whole entry, looked up): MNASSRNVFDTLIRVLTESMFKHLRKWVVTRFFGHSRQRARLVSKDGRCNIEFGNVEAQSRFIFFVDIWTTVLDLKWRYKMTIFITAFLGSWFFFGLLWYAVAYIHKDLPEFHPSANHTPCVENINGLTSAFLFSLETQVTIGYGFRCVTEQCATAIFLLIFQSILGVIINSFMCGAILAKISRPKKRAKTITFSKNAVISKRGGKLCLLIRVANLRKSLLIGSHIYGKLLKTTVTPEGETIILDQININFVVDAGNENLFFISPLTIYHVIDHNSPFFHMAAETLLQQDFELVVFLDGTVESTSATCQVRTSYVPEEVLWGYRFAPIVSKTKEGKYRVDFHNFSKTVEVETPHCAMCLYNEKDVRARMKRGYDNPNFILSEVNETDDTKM
STAT3 blocker: IL-6 driven STAT3 reporter inhibitors, primary screen, U3A cells, luciferase, luminescence, MLSCN library | IL-6 STAT3-luciferase reporter; host cell line lacks STAT1 | inhibition, % at 5.5 µM | hit rate 0.89% among 190,000;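 active = inhibition above the mean inhibition across all screened compounds plus 3 SD, cut at about 44% in these data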;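 also: 0% = DMSO only wells and 100% = 100 µM nifuroxazide control wells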
bIAP act: bovine intestinal alkaline phosphatase activators, primary screen, biochemical, bovine IAP, CDP-star luminescence; purified bovine IAP, 30 min; hits give high values; fold of DMSO-control signal, blank-subtracted; activation factor at 20 µM; hit rate 0.17% among 200,000; AID 1016, 2008;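 active = activation factor of 2 or more at 20 µM, a signal rise over negative controls twice the positive control's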
STAT1 inh: STAT1 signaling inhibitors, primary screen, cell-based, HTS, luciferase reporter; NIH 3T3 STAT1-luciferase reporter, IFN-gamma, luminescence; hit rate 0.35% among 200,000; inhibition, % at 5.5 µM; AID 920, 2007;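 active = inhibition above a set limit, the mean inhibition across all tested compounds plus 3 SD, cut at about 34% in these data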;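 also: 0% = IFN-gamma with DMSO and 100% = IFN-gamma with 300 µM nifuroxazide; values of inactives mirror those of a sister screen read the other way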
* marks the source's active call; other numbers are inactive results; . = no result given. Not a hit list (roughly 3.7% active in at least one column).

SMILES	PPARg SRC-2 ag	PPARg SRC-1 ag	STAT3 activator	bIAP inhibitor	PPARg SRC-3 ag	TNAP act hi DEA	SRC2 TRFRET art	ROMK primary	STAT3 blocker	bIAP act	STAT1 inh
Cc1ccc(N(Cc2ccc(C(=O)NCC3CCCO3)cc2)S(C)(=O)=O)cc1C (centres undefined)	8	9	91	4	3	1	1561	0.61	13	1	13
Cc1cccc(-c2nc(NCCCN3CCOCC3)c3ccccc3n2)c1	5	-2	112	3	3	0.9	1582	-1.8	-14	1	13
O=C(C1CCC(Cn2c(=O)[nH]c3ccccc3c2=O)CC1)N1CCN(c2ccccc2)CC1 (centres undefined)	-2	-1	97	14	-2	1	1521	0.68	4	0.9	-2
CCOC(=O)C1CCCN(C(=O)CN2CCN(Cc3ccc(Cl)cc3)C2=O)C1 (centres undefined)	2	9	95	0	-1	1	1574	-0.76	6	1	7
COCCn1cc(C(=O)NCc2cccs2)c2c3ccccc3n(C)c2c1=O	4	0	100	-6	15	1	1664	.	6	1.1	3
Cc1cccc(NC(=O)CSc2nnc(Cn3cnc4ccccc43)o2)c1	1	3	103	7	8	1	1530	0.74	-1	0.9	-3
CCn1c(CNC(=O)c2cccs2)nnc1SCC(=O)Nc1ccc(Cl)cc1	-5	5	100	12	-1	1	1427	.	3	0.9	17
COc1ccccc1NC(=O)CN1C(=O)NC2(CCCCCCC2)C1=O	7	1	111	-10	4	1	1632	0.5	-2	1.1	-9
O=C(Nc1ccncc1)C1(c2ccccc2)CCCC1	-3	-5	104	7	2	1.1	1681	.	-1	0.9	8
COc1cccc(N(CC(=O)Nc2cccc(F)c2)S(C)(=O)=O)c1	-2	6	97	25	-13	1.1	1675	.	6	0.7	-3
CCOC(=O)N1CCN(C(=O)C2CC(=O)N(c3ccc(OC)cc3)C2c2ccc(OC)cc2)CC1 (centres undefined)	-2	3	106	14	-1	1	1468	1	-3	0.9	-6
Cc1cc(Nc2ccc(Br)cc2F)n2ncnc2n1	-2	-1	88	8	1	1	1274	0.67	14	0.9	7
CCOC(=O)c1cc(NC(=O)c2ccc(Cl)cc2)c(=O)n2c1oc1ccc(Cl)cc12	5	8	87	2	2	1	1388	.	22	1	-1
COc1cc(C)nc(N2CCCC(C(=O)Nc3cccc(Cl)c3C)C2)n1 (centres undefined)	1	-6	105	-7	0	1	1407	.	1	1.1	1
O=C(COC(=O)Cn1cnc2ccccc21)NCCCc1ccccc1	0	-5	96	-7	5	1	1637	0.15	10	1.1	4
CCOc1ccc(NC(=O)COC(=O)c2ccc3c(c2)C(=O)N(CCc2ccccc2)C3=O)cc1	1	7	95	4	1	1	1635	.	8	1	-3
O=c1c2ccccc2nc(-c2ccco2)n1/N=C/c1ccco1	4	2	90	-5	8	1	1362	.	15	1.1	-8
CN(C)CCCN(C(=O)c1ccc2c(c1)CCCC2)c1nc2ccc(F)cc2s1	6	1	107	33	0	1	1545	.	-7	0.7	6
COc1cc2c(cc1/C=C1/NC(=O)N(c3ccccc3)C1=O)OCO2	1	4	89	-9	2	1	1801	-0.014	13	1.1	-8
O=C(NCCO)C1(c2ccc(Cl)cc2)CCCC1	2	2	104	6	-1	1	1568	-0.06	-4	0.9	7
COc1ccc2oc(-c3ccccc3)c(C(=O)N3CCOCC3)c2c1	12	10	99	2	0	1	1614	.	6	1	0
Cc1ccc(C(=O)Nc2sc(Cc3ccc4c(c3)OCO4)c(C)c2C(N)=O)cc1	3	8	98	12	3	1	1366	0.1	2	0.9	13
CCN(CC)c1ccc(C2C(C(=O)OCCOC)=C(C)NC3=C2C(=O)CC(C)(C)C3)cc1 (centres undefined)	10	12	88	-6	11	1	1816	.	16	1.1	-2
CCCCn1nnnc1SCC(=O)N(CC)CC	5	6	108	16	10	1.1	1483	.	-8	0.8	1
COc1ccc(C(C)n2c(C)c3c(C)nnc(C)c3c2C)cc1 (centres undefined)	-4	-3	98	-1	8	0.9	1384	.	6	1	8

Some of these compounds in order of their number in bIAP inhibitor, lowest first.
smiles,STAT3 activator,bIAP inhibitor,TNAP act hi DEA,ROMK primary,bIAP act,STAT1 inh
COc1cc2c(cc1/C=C1/NC(=O)N(c3ccccc3)C1=O)OCO2,89,-9,1,-0.014,1.1,-8
COCCn1cc(C(=O)NCc2cccs2)c2c3ccccc3n(C)c2c1=O,100,-6,1,.,1.1,3
Cc1ccc(N(Cc2ccc(C(=O)NCC3CCCO3)cc2)S(C)(=O)=O)cc1C (centres undefined),91,4,1,0.61,1,13
O=C(NCCO)C1(c2ccc(Cl)cc2)CCCC1,104,6,1,-0.06,0.9,7
Cc1cccc(NC(=O)CSc2nnc(Cn3cnc4ccccc43)o2)c1,103,7,1,0.74,0.9,-3
Cc1cc(Nc2ccc(Br)cc2F)n2ncnc2n1,88,8,1,0.67,0.9,7
Cc1ccc(C(=O)Nc2sc(Cc3ccc4c(c3)OCO4)c(C)c2C(N)=O)cc1,98,12,1,0.1,0.9,13

Next section
SMILES	PPARg SRC-2 ag	PPARg SRC-1 ag	STAT3 activator	bIAP inhibitor	PPARg SRC-3 ag	TNAP act hi DEA	SRC2 TRFRET art	ROMK primary	STAT3 blocker	bIAP act	STAT1 inh
Cc1ccc2nc(/C(C#N)=C\c3ccc(OC(=O)c4cccs4)cc3)[nH]c2c1	3	6	84	-1	9	0.9	1692	.	25	1	-8
O=C(N/N=C1\C/C(=N\NC(=O)c2ccncc2)c2ccccc21)c1ccncc1	1	-4	127	9	-1	0.6	1470	0.014	-34	0.9	17
COc1ccc(F)cc1C(=O)C1CCCN(C(=O)CSc2ccccn2)C1 (centres undefined)	0	8	107	10	0	1	1646	0.024	4	0.9	5
Cc1ccc(NC(=O)Cc2csc(-c3ccccc3)n2)cc1F	0	1	101	-2	2	1	1519	.	-2	1	6
COc1ccc(OCC(=O)Nc2ccc(C)c(S(=O)(=O)N(C)C)c2)cc1	16	15	95	-31	0	1	1611	-0.64	8	1.3	3
CCOC(=O)c1ccc(NCc2ccncc2)cc1	7	0	93	.	0	.	1584	.	11	.	12
C/C(N)=C(/C#N)C(=O)CSc1nnc(C)n1-c1ccccc1	-2	4	104	-2	2	1	1698	-0.58	6	1	-5
CCN1CCN(C(=O)c2ccc3c(c2)c(C)c(C)n3Cc2ccccc2)CC1	2	-2	102	-25	2	1.1	1559	-1.9	0	1.2	-8
O=C(C1CCN(Cc2ccccc2)CC1)N1CCN(C/C=C/c2ccccc2)CC1	-5	-2	103	-11	-1	1	1410	-0.39	5	1.1	2
Fc1ccc(NC(=S)NC23CN4CN(CN(C4)C2)C3)cc1	6	-7	103	2	-6	1	1617	-0.62	0	1	-7
Nc1c(C(=O)C2CC2)sc2nc(-c3ccccc3)cc(C(F)(F)F)c12	0	-3	100	9	-5	1	1467	.	0	0.9	-3
O=C(O)CCSCCCN1C(=O)c2cccc3cccc(c23)C1=O	1	16	98	-2	0	1	1481	0.079	3	1	-7
COc1ccc(/C=C/C(=O)NCc2cn(C)nc2C)cc1COc1ccc(Br)cc1	-5	0	88	0	6	1.1	1447	.	17	1	-1
CCOc1ccc(NC(=O)CCN2CCN(c3ccccc3F)CC2)cc1	4	6	101	3	5	1	1693	0.32	-1	1	4
COc1ccc(S(=O)(=O)N(C)C)cc1NC(=O)CSc1ncccn1	7	4	103	-6	2	1.1	1830	0.44	-3	1.1	-4
O=C(Nc1ccc(N2CCN(c3ccc(O)cc3)CC2)cc1)Oc1ccccc1	-1	4	104	5	1	1	1428	0.33	0	1	5
CC(C)OC(=O)/C(=C/c1ccc(Br)cc1)NC(=O)c1ccco1	-6	5	106	13	0	1.1	1455	-0.54	-6	0.9	-2
CCCCn1nc2cc(C(=O)NCCc3cccs3)ccc2c1OCC	5	5	100	5	2	1	1634	.	4	0.9	-14
N#Cc1c(-c2ccccc2)nc(-c2ccccc2)nc1N1CCOCC1	2	0	94	0	0	1.1	1535	-1.8	9	1	8
CC(=O)Nc1ccc(C(=O)N/N=C(\C)CC(=O)Nc2ccc(OCc3ccccc3)cc2)cc1	4	3	104	4	5	1	1680	.	-6	1	-4
Cc1nc(NC(=O)c2ccc(F)cc2)nc2cc3c(cc12)OCO3	1	-4	100	7	-2	1	1448	.	5	0.9	-12
COc1cc(NC(=S)NC2CC2)c(OC)cc1Cl	0	0	97	-6	0	1	1638	-0.15	2	1.1	3
Cc1noc(C)c1S(=O)(=O)N(CC(=O)NCc1ccc(Cl)cc1)c1ccc2c(c1)OCO2	9	5	99	11	1	1.1	1607	.	10	0.9	5
N=c1oc2ccc3ccccc3c2cc1-c1nnc2n1CCCCC2	-1	-2	93	2	3	1	1664	-0.65	12	1	-5
CCCn1c(NC(=O)c2ccc(C)cc2)nc2ccccc21	6	-1	104	10	1	1	1462	0.34	0	0.9	-15
O=C(OCc1ccccc1)C1=[N+]([O-])OC(C(=O)OCc2ccccc2)C1c1c[nH]c2ccccc12 (centres undefined)	9	1	125	38	1	1	1664	.	-20	0.6	9

Two entries picked at random from the list so far, as already listed:
SMILES	PPARg SRC-2 ag	PPARg SRC-1 ag	STAT3 activator	bIAP inhibitor	PPARg SRC-3 ag	TNAP act hi DEA	SRC2 TRFRET art	ROMK primary	STAT3 blocker	bIAP act	STAT1 inh
CC(C)OC(=O)/C(=C/c1ccc(Br)cc1)NC(=O)c1ccco1	-6	5	106	13	0	1.1	1455	-0.54	-6	0.9	-2
COc1ccc2oc(-c3ccccc3)c(C(=O)N3CCOCC3)c2c1	12	10	99	2	0	1	1614	.	6	1	0

Single records, as listed above. Values in the order: PPARg SRC-2 ag	PPARg SRC-1 ag	STAT3 activator	bIAP inhibitor	PPARg SRC-3 ag	TNAP act hi DEA	SRC2 TRFRET art	ROMK primary	STAT3 blocker	bIAP act	STAT1 inh
Shown for CCN1CCN(C(=O)c2ccc3c(c2)c(C)c(C)n3Cc2ccccc2)CC1 : 2	-2	102	-25	2	1.1	1559	-1.9	0	1.2	-8
Shown for Cc1ccc2nc(/C(C#N)=C\c3ccc(OC(=O)c4cccs4)cc3)[nH]c2c1 : 3	6	84	-1	9	0.9	1692	.	25	1	-8
